proKLK7 act: proKLK7 (human) activation, primary screen | P49862 | activation, % at 7 µM | purified proKLK7, EDANS-DABCYL substrate fluorescence; 100% is mature enzyme control, 0% vehicle | 0.9% of 370,000 active | AID 652039;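 active = activation above the mean of all tested compounds plus 3 SD, computed per campaign excluding outliers beyond control limits, cut at about 13% in these data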
ADAM17 inh: inhibits human ADAM17; P78536; recombinant ADAM17, EDANS/DABCYL FRET peptide cleavage; inhibition, % at 6.95 µM; 0.83% of 370,000 active; AID 720648;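 active = inhibition above the mean of compounds lying between control limits plus 3 SD, set per campaign, cut at about 8.5% in these data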;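 also: 0% = DMSO-only wells as the low control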
ASAP1 GAP inh: inhibitors of human ASAP1 ArfGAP activity; AID 624377; inhibition, % at 16.5 µM; Q9ULH1; ASAP1-stimulated ARF1 GTP hydrolysis, GDP FP detection; 0.19% of 360,000 active; in the data active = inhibition above about 25%;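 also: 0% = vehicle with enzyme and substrate and 100% = no enzyme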
Target sequence (Q9ULH1 325-724 limits assumed): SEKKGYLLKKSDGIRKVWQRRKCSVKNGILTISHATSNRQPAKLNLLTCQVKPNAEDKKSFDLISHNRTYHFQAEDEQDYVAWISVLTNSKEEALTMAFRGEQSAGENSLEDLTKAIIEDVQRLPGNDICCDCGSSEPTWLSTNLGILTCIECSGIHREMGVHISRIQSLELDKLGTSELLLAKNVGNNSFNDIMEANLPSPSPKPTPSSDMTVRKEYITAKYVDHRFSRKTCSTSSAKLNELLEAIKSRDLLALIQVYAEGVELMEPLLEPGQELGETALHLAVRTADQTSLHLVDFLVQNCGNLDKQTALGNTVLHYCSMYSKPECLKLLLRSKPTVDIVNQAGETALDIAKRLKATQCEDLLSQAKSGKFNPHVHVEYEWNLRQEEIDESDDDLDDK
Tn6 DDE FP: disrupts Tn6 cyclic peptide binding to fibrin D-Dimer-E complex; P02675; Fibrin DD(E) TRITC-Tn6 fluorescence polarization displacement; inhibition, % at 8.3 µM; 0.21% of 370,000 active;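 active = inhibition above a per-campaign cutoff: mean of compounds within control limits plus 3 SD, cut at about 15% in these data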;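 also: 0% = median of all compound wells on the plate and 100% = blocking peptide control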
Target sequence (P02675 whole entry, looked up): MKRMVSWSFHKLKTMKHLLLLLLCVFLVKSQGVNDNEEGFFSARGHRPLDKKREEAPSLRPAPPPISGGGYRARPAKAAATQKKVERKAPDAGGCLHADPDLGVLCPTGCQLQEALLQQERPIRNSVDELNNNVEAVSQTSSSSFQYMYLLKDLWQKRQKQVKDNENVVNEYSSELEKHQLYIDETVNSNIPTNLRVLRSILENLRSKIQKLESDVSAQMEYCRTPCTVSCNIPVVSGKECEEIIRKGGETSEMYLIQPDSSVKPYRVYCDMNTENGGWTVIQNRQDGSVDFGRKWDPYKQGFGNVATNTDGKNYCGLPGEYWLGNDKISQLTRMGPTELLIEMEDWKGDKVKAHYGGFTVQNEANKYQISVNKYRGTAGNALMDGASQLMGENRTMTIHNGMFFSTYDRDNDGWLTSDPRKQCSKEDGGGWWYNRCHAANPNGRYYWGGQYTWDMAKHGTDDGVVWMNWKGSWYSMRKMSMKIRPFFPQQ
Tn7 DDE FP: DD(E)-Tn7 binding inhibition, primary FP screen. inhibition, % at 8.3 µM. 0.13% of 370,000 active. AID 720508. FP displacement of FITC-Tn7 peptide from fibrin DD(E); 0% = median of compound wells per plate. P02675;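 active = inhibition above the mean of compounds falling within the control limits plus 3 SD of them, cut at about 14% in these data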;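 also: 0% = plate median of compound wells and 100% = 10 µM Aha-Tn7 peptide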
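system = human fibrin DD(E) protein | quantity = DD(E) 2 µM final | medium = Tris/NaCl/CaCl2 buffer, pH 7.8 | also added = labelled Tn7 tracer, 0.1 µM | compound dosing = single point at 8.3 µM | timing = compound with protein 10 min, then 3 h after probe, room temperature | signal = FP measurement | benchmarks = Aha-Tn7 high control | repeats = one replicate per compound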
UHRF1 MBD2 ctr: human UHRF1 methylated DNA binding inhibitors. UHRF1 binding to methylated oligo, TR-FRET. inhibition, % at 4.4 µM. 0.75% of 370,000 active. AID 687016; in the data active = inhibition above about 21%;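 also: UHRF1 SRA domain binding a hemimethylated CpG hairpin DNA probe; 0% = median of test compound wells and 100% = reference inhibitor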
PLCg1 inh: PLC-gamma1 (human) inhibition, primary screen; P19174; purified PLC-gamma1, fluorogenic substrate, fluorescence; AID 720700; 0.84% of 370,000 active; inhibition, % at 12.2 µM; in the data active = inhibition above about 9.5%
MBD2 DNA inh: MBD2-methylated oligo binding inhibition. Q9UBB5. TR-FRET, MBD2 binding to methylated oligonucleotide. inhibition, % at 4.4 µM. 0.31% of 370,000 active; in the data active = inhibition above about 13%
PLC-beta3 inh: blocks human PLC-beta3 enzyme activity. Purified PLC-beta3, fluorogenic substrate, fluorescence. inhibition, % at 12.2 µM. 0.18% of 370,000 active. AID 720704; in the data active = inhibition above about 11%;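 also: 0% = median of compound wells on plate and 100% = full blocker control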
ARFGAP1 inh: inhibitors of rat ARFGAP1; Arfgap1-stimulated ARF1 GTP hydrolysis, GDP FP detection; inhibition, % at 16.5 µM; 0.26% of 360,000 active;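 active = inhibition above a per-plate limit, mean inhibition of low control wells plus 3 SD, cut at about 25% in these data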;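 also: 0% = DMSO wells with enzyme and 100% = wells lacking Arfgap1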
Target sequence (Q62848 1-136 limits assumed): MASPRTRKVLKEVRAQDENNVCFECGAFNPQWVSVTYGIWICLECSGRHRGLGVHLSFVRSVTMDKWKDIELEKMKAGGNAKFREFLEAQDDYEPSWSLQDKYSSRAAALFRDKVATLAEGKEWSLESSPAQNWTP
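Assay system: purified rat His6-Arfgap1 residues 1-136 (GAP domain); Reagent: human Δ17 ARF1 bound to GTP; Dosing: 16.5 µM single point, 1.26% DMSO; Times: GTP hydrolysis reaction 2 h at 25 °C; Signal: FP, GDP Alexa 633 tracer displaced from anti-GDP antibody, 620/688 nm; Measure: % inhibition from polarization.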
Numbers without * were called inactive.

Results for COc1ccc(NC(=O)CSc2c3c(nc4cc(Cl)ccc24)CCCC3)cc1OC ?
proKLK7 act: -0.5; ADAM17 inh: 2.9; ASAP1 GAP inh: -3.9; Tn6 DDE FP: -1.3; Tn7 DDE FP: -3.9; UHRF1 MBD2 ctr: 2.9; PLCg1 inh: 2.1; MBD2 DNA inh: -3.5; PLC-beta3 inh: 2.5; ARFGAP1 inh: 4.5

Results for COc1ccc(NC(=O)CSc2nncc(=O)n2N)cc1OC ?
proKLK7 act: -0.1; ADAM17 inh: -1.7; ASAP1 GAP inh: -11.8; Tn6 DDE FP: -4.5; Tn7 DDE FP: -3.3; UHRF1 MBD2 ctr: -7.4; PLCg1 inh: 0.8; MBD2 DNA inh: 1.7; PLC-beta3 inh: -1.6; ARFGAP1 inh: -2.3

How did CCN(CC)c1nc(C#N)nc(N(CC)CC)n1 do in these assays?
proKLK7 act: -0.3; ADAM17 inh: 3.8; ASAP1 GAP inh: 1.3; Tn6 DDE FP: -8.2; Tn7 DDE FP: -3.1; UHRF1 MBD2 ctr: 5.2; PLCg1 inh: 1.6; MBD2 DNA inh: -2.5; PLC-beta3 inh: 5.4; ARFGAP1 inh: 7.6

What do the screens show for `CC1(C(=O)NCc2cccc3ccccc23)CCN1C(=O)Cc1ccc(-c2ccccc2)cc1` (configuration not stated)?
proKLK7 act: 0.3; ADAM17 inh: 3.0; ASAP1 GAP inh: 3.8; Tn6 DDE FP: -0.3; Tn7 DDE FP: -0.8; UHRF1 MBD2 ctr: 1.8; PLCg1 inh: -1.2; MBD2 DNA inh: 1.6; PLC-beta3 inh: 0.4; ARFGAP1 inh: 8.4

How did Cc1ccccc1NCCC(=O)Nc1ccc(Cl)cc1 do in these assays?
proKLK7 act: -0.2; ADAM17 inh: 2.9; ASAP1 GAP inh: -10.1; Tn6 DDE FP: 8.0; Tn7 DDE FP: -2.1; UHRF1 MBD2 ctr: 1.2; PLCg1 inh: 2.8; MBD2 DNA inh: 1.7; PLC-beta3 inh: -0.6; ARFGAP1 inh: 7.6

What do the screens show for `COc1ccc(OC)c(CN2CCN(C(=O)CCNC(=O)c3ccc(Br)cc3)CC2)c1`?
proKLK7 act: 0.0; ADAM17 inh: -4.3; ASAP1 GAP inh: -7.0; Tn6 DDE FP: -0.1; Tn7 DDE FP: 4.3; UHRF1 MBD2 ctr: -3.0; PLCg1 inh: 1.6; MBD2 DNA inh: -3.7; PLC-beta3 inh: -5.3; ARFGAP1 inh: -7.5

What do the screens show for `O=C1Nc2ccccc2OCc2c1cccc2[N+](=O)[O-]`?
proKLK7 act: 0.1; ADAM17 inh: -0.8; ASAP1 GAP inh: -0.8; Tn6 DDE FP: 2.6; Tn7 DDE FP: 0.1; UHRF1 MBD2 ctr: -2.5; PLCg1 inh: 2.5; MBD2 DNA inh: -1.0; PLC-beta3 inh: -4.7; ARFGAP1 inh: 6.9

How did CCN(CC)c1ncnc2ccc(Br)cc12 do in these assays?
proKLK7 act: -0.4; ADAM17 inh: -3.4; ASAP1 GAP inh: 4.1; Tn6 DDE FP: 10.2; Tn7 DDE FP: 2.7; UHRF1 MBD2 ctr: 3.4; PLCg1 inh: -7.1; MBD2 DNA inh: 1.8; PLC-beta3 inh: -3.9; ARFGAP1 inh: 1.1

Results for Cc1ccccc1S(=O)(=O)Nc1ncnc2scc(-c3ccccc3)c12 ?
proKLK7 act: 0.1; ADAM17 inh: 0.0; ASAP1 GAP inh: -12.2; Tn6 DDE FP: -5.1; Tn7 DDE FP: 1.6; UHRF1 MBD2 ctr: -1.8; PLCg1 inh: -3.9; MBD2 DNA inh: 2.1; PLC-beta3 inh: -3.4; ARFGAP1 inh: 6.6

How did COc1cccc(COC(=O)C2CC(=O)N(Cc3ccc(C)cc3)C2)c1OC (configuration not stated) do in these assays?
proKLK7 act: 0.4; ADAM17 inh: 1.7; ASAP1 GAP inh: -5.0; Tn6 DDE FP: 8.7; Tn7 DDE FP: 2.1; UHRF1 MBD2 ctr: -2.0; PLCg1 inh: 0.2; MBD2 DNA inh: -7.5; PLC-beta3 inh: -4.3; ARFGAP1 inh: -3.2

How did CC1CN(C2CCN(S(=O)(=O)c3ccc(F)cc3)CC2)CC(C)O1 (configuration not stated) do in these assays?
proKLK7 act: 0.2; ADAM17 inh: -2.3; ASAP1 GAP inh: -0.9; Tn6 DDE FP: -0.4; Tn7 DDE FP: 4.9; UHRF1 MBD2 ctr: 21.1*; PLCg1 inh: 1.6; MBD2 DNA inh: 0.5; PLC-beta3 inh: -1.6; ARFGAP1 inh: 11.2

How did O=C1CCCc2nc(N3CCN(C(c4ccccc4)c4ccccc4)CC3)ncc21 do in these assays?
proKLK7 act: 0.5; ADAM17 inh: -5.4; ASAP1 GAP inh: -10.4; Tn6 DDE FP: -2.4; Tn7 DDE FP: -4.5; UHRF1 MBD2 ctr: 0.9; PLCg1 inh: -2.0; MBD2 DNA inh: 0.2; PLC-beta3 inh: -3.2; ARFGAP1 inh: 8.1

What do the screens show for `CC1CN(C(=S)Nc2ccc(Br)cc2)CC(C)O1` (configuration not stated)?
proKLK7 act: 0.0; ADAM17 inh: -5.5; ASAP1 GAP inh: 6.5; Tn6 DDE FP: 0.3; Tn7 DDE FP: -0.4; UHRF1 MBD2 ctr: 0.2; PLCg1 inh: 0.0; MBD2 DNA inh: 0.5; PLC-beta3 inh: -3.5; ARFGAP1 inh: -4.9

How did CC(C)(C)c1csc(NC(=O)c2c(F)c(F)c(F)c(F)c2F)n1 do in these assays?
proKLK7 act: -0.6; ADAM17 inh: 1.1; ASAP1 GAP inh: 0.8; Tn6 DDE FP: -2.9; Tn7 DDE FP: 1.3; UHRF1 MBD2 ctr: 0.1; PLCg1 inh: -3.2; MBD2 DNA inh: 2.2; PLC-beta3 inh: -10.1; ARFGAP1 inh: 0.5

Results for Cc1cccc(NC(=O)CNC(=O)CSc2nnc(C(F)(F)F)n2C)c1C ?
proKLK7 act: 0.2; ADAM17 inh: 1.2; ASAP1 GAP inh: 7.6; Tn6 DDE FP: -0.7; Tn7 DDE FP: -0.7; UHRF1 MBD2 ctr: 1.8; PLCg1 inh: -0.8; MBD2 DNA inh: -1.9; PLC-beta3 inh: 0.1; ARFGAP1 inh: 5.0

Results for c1ccc(CN2CCC3CC2c2cc(N4CCOCC4)ccc23)cc1 (configuration not stated) ?
proKLK7 act: -0.6; ADAM17 inh: -3.5; ASAP1 GAP inh: -7.5; Tn6 DDE FP: 6.2; Tn7 DDE FP: -1.2; UHRF1 MBD2 ctr: 1.9; PLCg1 inh: 1.8; MBD2 DNA inh: -0.5; PLC-beta3 inh: -1.4; ARFGAP1 inh: -10.1

What do the screens show for `Nc1nccc(/C=C/c2ccc(Cl)cc2)n1`?
proKLK7 act: 5.6; ADAM17 inh: -132.9; ASAP1 GAP inh: -13.4; Tn6 DDE FP: 7.3; Tn7 DDE FP: -6.1; UHRF1 MBD2 ctr: 1.9; PLCg1 inh: -163.8; MBD2 DNA inh: 4.1; PLC-beta3 inh: -187.2; ARFGAP1 inh: -3.6

Results for CC(Cc1ccccc1)C(=O)NCc1ccccn1 (configuration not stated) ?
proKLK7 act: 0.1; ADAM17 inh: -0.8; ASAP1 GAP inh: 7.5; Tn6 DDE FP: 7.7; Tn7 DDE FP: 0.8; UHRF1 MBD2 ctr: -0.1; PLCg1 inh: 2.5; MBD2 DNA inh: 4.3; PLC-beta3 inh: 4.5; ARFGAP1 inh: 3.7

What do the screens show for `O=C(CSc1nnc(-c2ccncc2)o1)Nc1ccccc1C(F)(F)F`?
proKLK7 act: 0.0; ADAM17 inh: 3.7; ASAP1 GAP inh: 8.5; Tn6 DDE FP: -4.8; Tn7 DDE FP: -2.9; UHRF1 MBD2 ctr: -0.2; PLCg1 inh: 6.0; MBD2 DNA inh: -1.6; PLC-beta3 inh: -3.9; ARFGAP1 inh: 4.1

Results for Cc1ccc(S(=O)(=O)N2CCCc3nc(-c4ccc(F)cc4)ccc32)cc1 ?
proKLK7 act: 0.5; ADAM17 inh: 0.7; ASAP1 GAP inh: -2.4; Tn6 DDE FP: -5.3; Tn7 DDE FP: -1.3; UHRF1 MBD2 ctr: -2.0; PLCg1 inh: 1.7; MBD2 DNA inh: -6.8; PLC-beta3 inh: 3.5; ARFGAP1 inh: -2.2

Compounds from the list above that have a CF3 group, in the order listed:
Results for Cc1cccc(NC(=O)CNC(=O)CSc2nnc(C(F)(F)F)n2C)c1C ?
proKLK7 act: 0.2; ADAM17 inh: 1.2; ASAP1 GAP inh: 7.6; Tn6 DDE FP: -0.7; Tn7 DDE FP: -0.7; UHRF1 MBD2 ctr: 1.8; PLCg1 inh: -0.8; MBD2 DNA inh: -1.9; PLC-beta3 inh: 0.1; ARFGAP1 inh: 5.0

What do the screens show for `O=C(CSc1nnc(-c2ccncc2)o1)Nc1ccccc1C(F)(F)F`?
proKLK7 act: 0.0; ADAM17 inh: 3.7; ASAP1 GAP inh: 8.5; Tn6 DDE FP: -4.8; Tn7 DDE FP: -2.9; UHRF1 MBD2 ctr: -0.2; PLCg1 inh: 6.0; MBD2 DNA inh: -1.6; PLC-beta3 inh: -3.9; ARFGAP1 inh: 4.1

Continuation:
How did COC1=C[C@H](C(=O)NCc2ccc(Br)cc2)C(C)C(c2ccccc2)CC1=O (some centres not stated) do in these assays?
proKLK7 act: -0.3; ADAM17 inh: 3.2; Tn6 DDE FP: 0.5; Tn7 DDE FP: 7.0; UHRF1 MBD2 ctr: -2.4; PLCg1 inh: -1.2; MBD2 DNA inh: 2.6; PLC-beta3 inh: -1.6

Results for COc1ccc(-c2noc(CCC(=O)NCc3cccnc3)n2)cc1 ?
proKLK7 act: -0.9; ADAM17 inh: -0.5; ASAP1 GAP inh: 2.2; Tn6 DDE FP: 5.3; Tn7 DDE FP: 4.7; UHRF1 MBD2 ctr: -1.3; PLCg1 inh: -2.9; MBD2 DNA inh: 1.5; PLC-beta3 inh: -0.2; ARFGAP1 inh: 4.5

Results for CCC1(c2ccccc2)NC(=O)N(CC(=O)Nc2cc(S(=O)(=O)N3CCCCC3)ccc2N(C)C)C1=O (configuration not stated) ?
proKLK7 act: 0.0; ADAM17 inh: 7.0; ASAP1 GAP inh: 0.5; Tn6 DDE FP: 1.6; Tn7 DDE FP: 5.5; UHRF1 MBD2 ctr: -4.8; PLCg1 inh: 3.2; MBD2 DNA inh: -9.0; PLC-beta3 inh: -4.8; ARFGAP1 inh: -9.3

How did Cc1csc(NC(=O)CSc2nc3ccccc3s2)n1 do in these assays?
proKLK7 act: 0.3; ADAM17 inh: -5.0; ASAP1 GAP inh: 7.7; Tn6 DDE FP: 0.2; Tn7 DDE FP: 11.9; UHRF1 MBD2 ctr: -0.8; PLCg1 inh: -0.5; MBD2 DNA inh: 2.1; PLC-beta3 inh: -23.2; ARFGAP1 inh: 13.1

Results for NC(COCc1ccccc1)c1csc(Nc2ccc(C(=O)c3ccccc3)cc2)n1 (configuration not stated) ?
proKLK7 act: -1.4; ADAM17 inh: -7.3; ASAP1 GAP inh: 1.8; Tn6 DDE FP: 1.3; Tn7 DDE FP: 4.5; UHRF1 MBD2 ctr: 0.0; PLCg1 inh: -104.0; MBD2 DNA inh: -2.9; PLC-beta3 inh: -145.4; ARFGAP1 inh: 12.7
